# MCF10A rereplic = induces DNA re-replication in MCF 10a normal breast cells; MCF 10A DNA re-replication, Hoechst nuclear intensity, 48 h; Potency, µM (top dose mostly 46.1 µM), for the others: at the top dose activity, positive = re-replication, actives largely listed as activators; actives 2.9% (n = 350,000); AID 624296; note: potency is the fitted concentration of half-maximal effect; % of control where 0% means no effect; nearly all actives have a fitted effect of over 50% in size
# IL1B secr inh = inhibitors of inflammasome signaling (IL-1 beta secretion) | THP-1 LPS/ATP IL-1B secretion, AlphaLISA, 16 h; hits give low values | activity change, % at 57.5 µM | actives 4.7% (n = 360,000) | AID 743279; in the data active = activity change below about -50%; inconclusive = mostly about -30% to -49%; note: % is set by controls: 0 for no effect and ±100 for the full control effect
#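 THP-1 cells pretreated 1 hr with compounds (up to 57.5 uM final), then stimulated with LPS (250 ng/mL final) plus ATP (1.25 mM final); secreted IL-1B measured by AlphaLISA after 16 hr, decreased signal indicating inhibition.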
# ATXN viability = viability counter-screen for ATXN expression inhibitors. actives 0.49% (n = 400,000). AID 651635. S2 cells (HEK-293 line with an ATXN2-luciferase reporter) viability, CellTiter-Fluor protease fluorescence, 24 h. Potency, µM (highest dose often 56.7 µM), usual class: cytotoxic; note: potency is the fitted concentration of half-maximal effect; nearly all actives have a fitted effect of over 40% in size
# HT1080 IDH1KD tx = HT-1080 IDH1 knockdown cell toxicity (counter line). actives 2% (n = 360,000). AID 686971. Potency, µM (top dose mostly 46.1 µM), inactives show at the top dose activity, negative = toxicity, most hits filed as cytotoxic. HT-1080 IDH1 knockdown viability, ATP luminescence, 48 h;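 note: potency is the fitted concentration of half-maximal effect; 0% = DMSO wells and -100% = cell-free medium wells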
#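 CellTiter-Glo luminescence after 48 h compound exposure at 37 degrees C of IDH1-knockdown HT-1080 cells in 5% FBS RPMI. %Activity scaled between DMSO wells and cell-free media wells, with curves fitted and assigned curve classes.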
# SW480 rereplic = inducers of DNA re-replication in SW480 colon cancer cells. Potency, µM (highest dose often 46.1 µM), for the others: at the highest dose re-replication activation, actives largely listed as activators. actives 1.8% (n = 340,000). SW480 DNA re-replication, Hoechst DNA content imaging, 48 h. AID 624297; note: potency is the fitted concentration of half-maximal effect; % of control where 0% means no effect; nearly all actives have a fitted effect of over 55% in size
#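 First, 250 cells per well were seeded. Next, compound or vehicle (23 nL) was pinned in, plates sat 48 hr at 37 C. Finally Hoechst was added for 40 min before fluorescence scanning.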
# HT1080NT lethal = kills 2HG-producing HT-1080-NT fibrosarcoma cells | HT-1080-NT fibrosarcoma viability, CellTiter-Glo ATP luminescence, 48 h | Potency, µM (highest dose often 46.1 µM), inactives show at the highest dose activity, negative = less viability, hits mostly cytotoxic | actives 1.6% (n = 360,000) | AID 686970;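 note: NT is the 2HG producing partner of a matched IDH1 knockdown line; potency is the fitted concentration of half-maximal effect; 0% = DMSO-treated cells and -100% = media-only wells without cells; nearly all actives have a fitted effect of over 55% in size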
#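 A 48-hour cytotoxicity screen used HT-1080-NT cells plated 2 hours before compound delivery. ATP-based CellTiter-Glo luminescence measured viability, normalized to DMSO and no-cell controls.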
# ATXN2 expr inh = reduces ATXN2 reporter expression in HEK-293 cells | HEK-293 ATXN2-luciferase reporter, luminescence, 24 h | AID 1745845 | actives 0.72% (n = 360,000) | Potency, µM (series often up to 57 µM), for inactives: top-dose activity change, negative = inhibition, usual class: inhibitors; note: potency is the fitted concentration of half-maximal effect; % is set by controls: 0 for no effect and ±100 for the full control effect; nearly all actives have a fitted effect of over 55% in size
#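 ATXN2-luciferase reporter cells (luciferase flanked by upstream and downstream ATXN2 gene portions) were treated 24 h at 37 °C with compounds at up to 57 uM. SteadyGlo luminescence gave expression; GF-AFC fluorescence gave viability.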
# HepG2 viability = HepG2 cytotoxicity, counter-screen for TGF-b inhibitors; HepG2 CAGA-GFP viability, ATP luminescence, 18 h; Potency, µM (titrated, usually from 46.1 µM), for the others: at the top dose activity change, negative = cytotoxicity, most hits filed as cytotoxic; actives 0.76% (n = 410,000); note: potency is the fitted concentration of half-maximal effect; some results filed as inactive show a strong effect at the top dose
#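 HepG2 CAGA-GFP cells (1000/well, DMEM with 1% FBS) received compound, then TGF-beta at 500 pg/mL final, and were incubated 18 hours at 37 degrees C. Viability was read by CellTiter-Glo luminescence. Media-only wells were set as complete cell-killing and DMSO as no toxicity.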
# KB-3-1 tox = KB-3-1 parental cell cytotoxicity; KB-3-1 viability, CellTiter-Glo ATP luminescence, 72 h; Potency, µM (highest dose often 46.1 µM), without a hit: top-dose activity change, negative = cytotoxic, hits mostly cytotoxic; actives 1.4% (n = 400,000); note: potency is the fitted concentration of half-maximal effect; % is set by controls: 0 for no effect and ±100 for the full control effect; nearly all actives have a fitted effect of over 60% in size
#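 Parental KB-3-1 adenocarcinoma cells in phenol-red-free DMEM with 10% FBS were pin-treated with compounds at several concentrations, incubated 72 h at 37 °C, and viability read by CellTiter-Glo luminescence; concentration-effect curves were fitted after normalization.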
# * = called active by the depositor; i = inactive; ? = inconclusive; · = no result given; [ ] = remark or other dose. Unless noted, calls come from the whole dose curve; as a rule, active = well fitted curve in the direction sought with a large enough effect; inconclusive = small, poorly fitted or top-dose-only effect, or another doubt; inactive = no such curve, though single readings can be large; an effect the other way counts as inactive or inconclusive.
# Second line of a record: MCF10A rereplic	IL1B secr inh	ATXN viability	HT1080 IDH1KD tx	SW480 rereplic	HT1080NT lethal	ATXN2 expr inh	HepG2 viability	KB-3-1 tox
> Cc1ccc(C(=O)OCC(=O)N(C)C2CCS(=O)(=O)C2)cc1S(=O)(=O)N1CCOCC1 (stereo unspecified)
  -4%	4	i	-1%	-7%	-1%	1%	-14%	2%
> Cn1c(=O)c2c(ncn2CC(=O)OCC(=O)c2ccc(F)c(F)c2)n(C)c1=O
  3%	15	i	-3%	-2%	14%	4%	6%	·
> O=C(NCc1cc(C(F)(F)F)ccc1Cl)c1cccc2c1C(=O)c1ccc(N3CCOCC3)cc1S2(=O)=O
  ?	9	i	0%	-6%	0%	?	6%	-21%
> O=C(Nc1oc2ccccc2c(=O)c1-c1ccc(Cl)cc1)c1ccco1
  6%	15	i	-3%	18%	-4%	-5%	-27%	-2%
> O=C(Nc1ccn(CCCNCc2cccc3ccccc23)c(=O)n1)OCc1ccccc1
  ·	-62*	?	?	·	?	-28%	-55%	-15%
> O=C1c2cccc(OCC(=O)N3CCCc4ccccc43)c2CCN1Cc1ccccc1
  0%	10	i	-2%	-7%	1%	11%	-18%	-6%
> CCOc1ccc(-c2nc[nH]c2[N+](=O)[O-])cc1
  9%	-13	i	0%	-6%	0%	17%	6%	-24%
> O=C(OCCCOC(=O)c1ccc(O)cc1)c1ccc(O)cc1
  4%	74	i	-20%	-4%	-18%	-4%	-11%	-2%
> Cc1oc(-c2ccccc2Cl)nc1CS(=O)(=O)CC(=O)NCCN1CCOCC1
  -3%	17	i	-2%	-5%	6%	0%	0%	-17%
> C/C(=N/NC(=O)CNC(=O)COc1cccc(C)c1)c1ccco1
  4%	7	i	19%	-3%[9.22 µM]	6%	0%	-1%	4%
> NS(=O)(=O)c1ccc(CCNC(=O)COC(=O)C2CCCN2C(=O)c2cccs2)cc1 (stereo unspecified)
  4%	29	i	11%	-6%	11%	2%	-6%	13%
> COCCNC(=O)C1CC(c2cccc(F)c2)=NO1 (stereo unspecified)
  3%	16	i	16%	-2%	12%	5%	-1%	27%
> Cc1cc(OC(C)C(=O)Nc2c(C(=O)c3ccc(F)cc3)oc3ccccc23)ccc1Cl (stereo unspecified)
  ·	·	i	·	·	·	10%	-4%	-6%
> COc1ccc(C2CC(c3ccccc3)=NN2C(=O)c2ccc(Cl)c([N+](=O)[O-])c2)cc1 (stereo unspecified)
  ?	·	·	?	?	?	28µM*	5%	?
> CCC(=O)Nc1ccc(C(=O)n2ccc(C)n2)cc1
  -1%	21	?	13%	-3%	12%	2%	-2%	?
> Cc1ccccc1NC(=O)Cn1c(=O)n(CCCCC(=O)NCc2ccccc2Cl)c(=O)c2ccccc21
  ·	·	i	·	·	·	4%	-22%	-8%
> COc1ccc(-c2nnnn2C)cc1S(=O)(=O)Nc1ccc(C)cc1C
  -13%	-4	i	2%	-12%	0%	-3%	-9%	7%
> CC(C)(C)NC(=O)NC(=O)COC(=O)C1(C)CC1(Cl)Cl (stereo unspecified)
  0%	11	i	15%	-7%	1%	-17%[11.3 µM]	12%	7%
> COc1ccc(S(=O)(=O)Nc2cccc(-c3ccc(N4CCCC4)nn3)c2)c(OC)c1
  ·	·	i	·	·	·	-6%	-14%	-1%
> COc1ccccc1CCNC(=O)CN1C(=O)NC2(CCCC2)C1=O
  -1%	12	i	3%	0%	-1%	6%	6%	0%
> CNC(=O)/C(=C\c1ccco1)NC(=O)c1ccco1
  -3%	-1	i	12%	-1%	16%	-20%	10%	5%
> Cn1cc(-c2nnnn2-c2ccccc2)c(=O)c2ccccc21
  -1%	6	i	0%	-1%	4%	10%	-1%	-10%
> COc1ccc(NC(=O)COC(=O)CC2CC3CCC2C3)c([N+](=O)[O-])c1 (stereo unspecified)
  7%	-2	i	2%	-3%	-3%	6%	1%	-1%
> CC(C)=CCN1CCN(Cc2cc(F)ccc2-n2nc(C)cc2C)CC1CCO (stereo unspecified)
  16%	-9	i	12%	?	0%	·	6%	0%
> O=C(CSc1nc2ncc(Br)cc2[nH]1)c1ccc([N+](=O)[O-])cc1
  ?	0	i	-21%	·	-16%	2%	-29%	6%
> O=C(Oc1ccccc1C(=O)N1CCOCC1)c1ccc(F)cc1
  -23%	·	i	10%	-37%	14%	-1%	16%	10%
> COc1ccc(C(=O)NNC(=O)c2cc3ccccc3cc2O)cc1
  9%	140	i	-24%	?	-16%	·	31%	?
> CC1(C(=O)NS(=O)(=O)c2ccc(Cl)cc2)CCN1C(=O)Cc1ccccc1Cl (stereo unspecified)
  ·	22	i	12%	·	16%	2%	-2%	0%
> CCOC(=O)c1[nH]c(C)c(/C(O)=C2\C(=O)C(=O)N(CCN(C)C)C2c2ccncc2)c1C (stereo unspecified)
  -9%	-4	i	1%	0%[9.22 µM]	19%	9%	-10%	-11%
> CC/C(=N\NC(=O)c1ccc(Br)cc1)c1ccccc1
  -10%	15	i	0%	-7%	-11%	6%	0%	?
> O=C1CN(C(=O)COC(=O)CCC(=O)c2ccc3c(c2)OCCO3)c2ccccc2N1
  -27%	28	i	-4%	12%	-1%	3%	-37%	16%
> Cc1ccc(CCNC(=O)C2CCC(=O)N2Cc2ccc(F)cc2)cc1 (stereo unspecified)
  4%	-5	i	0%	-8%	13%	-1%	0%	11%
> Fc1ccccc1CNc1cc(Cl)cc(Cl)c1
  ?	5	i	?	7%	-1%	-13%	-33%	10%
> CCn1c(=O)cc(OCC(=O)NCCc2ccc(OC)c(OC)c2)c2ccccc21
  ?	0	i	2%	-2%	22%	19%	-10%	2%
> COc1ccc(-c2cn(CCN)c(-c3ccncc3)n2)cc1
  -4%	-6	i	-1%	-11%	21%	-3%	5%	0%
> C/C(CC(=O)NC(C)(C)C)=N\NC(=O)COc1ccc(C)cc1Br
  -2%	-1	i	-4%	-4%	-3%	-5%	-3%	18%
> COc1ccc(CNC(=O)c2c3c(nc4ccccc24)C(=O)N(C2CCCCC2)C3)c(OC)c1
  ·	·	i	·	·	·	14%	-17%	-6%
> Cc1cccc(C(=O)N2CCC(=O)N(C(COCc3ccc(Cl)cc3)Cc3ccccc3)CC2)c1 (stereo unspecified)
  ?	-28	?	-18%	?	-16%	?	-18%	?
> C=CCOc1c(Br)cc(/C=N/NC(=O)Cc2ccc(C(F)(F)F)cc2[N+](=O)[O-])cc1OC
  ?	29	?	-7%	?	-19%	?	22%	-1%
> CCc1ccc(-n2nc(C)c3c(C)cc(=O)n(CC(=O)Nc4cc(C)ccc4C)c32)cc1
  ·	·	i	·	·	·	8%	-29%	7%
> O=C(Nc1ncc(Cc2ccccc2)s1)C1CCCO1 (stereo unspecified)
  9%	-9	i	1%	-2%	3%	23%	3%	8%
> CC(=O)c1cccc(NC(=O)C2=CN3CCS(=O)(=O)N=C3C=C2)c1
  -1%	14	?	7%	2%	4%	·	-7%	2%
> Cc1c(C(=O)OC2CCCC2C)[nH]c2c1C(=O)CCC2 (stereo unspecified)
  12%	-10	i	2%	0%	1%	13%	-19%	1%
> Cc1ccc(C(=O)NCCCN2CCN(CCCNC(=O)c3ccc(C)cc3)CC2)cc1
  4%	-6	i	8%	3%	5%	-6%	1%	-2%
> O=C(NCc1ccccc1)C(c1ccco1)N(C(=O)c1ccccn1)c1ccccc1 (stereo unspecified)
  -10%	16	i	16%	2%	10%	-19%	0%	4%

# In the list so far, these have fluorine.
# Second line of a record: MCF10A rereplic	IL1B secr inh	ATXN viability	HT1080 IDH1KD tx	SW480 rereplic	HT1080NT lethal	ATXN2 expr inh	HepG2 viability	KB-3-1 tox
> Cn1c(=O)c2c(ncn2CC(=O)OCC(=O)c2ccc(F)c(F)c2)n(C)c1=O
  3%	15	i	-3%	-2%	14%	4%	6%	·
> O=C(NCc1cc(C(F)(F)F)ccc1Cl)c1cccc2c1C(=O)c1ccc(N3CCOCC3)cc1S2(=O)=O
  ?	9	i	0%	-6%	0%	?	6%	-21%
> COCCNC(=O)C1CC(c2cccc(F)c2)=NO1 (stereo unspecified)
  3%	16	i	16%	-2%	12%	5%	-1%	27%
> Cc1cc(OC(C)C(=O)Nc2c(C(=O)c3ccc(F)cc3)oc3ccccc23)ccc1Cl (stereo unspecified)
  ·	·	i	·	·	·	10%	-4%	-6%
> CC(C)=CCN1CCN(Cc2cc(F)ccc2-n2nc(C)cc2C)CC1CCO (stereo unspecified)
  16%	-9	i	12%	?	0%	·	6%	0%
> O=C(Oc1ccccc1C(=O)N1CCOCC1)c1ccc(F)cc1
  -23%	·	i	10%	-37%	14%	-1%	16%	10%
> Cc1ccc(CCNC(=O)C2CCC(=O)N2Cc2ccc(F)cc2)cc1 (stereo unspecified)
  4%	-5	i	0%	-8%	13%	-1%	0%	11%
> Fc1ccccc1CNc1cc(Cl)cc(Cl)c1
  ?	5	i	?	7%	-1%	-13%	-33%	10%
> C=CCOc1c(Br)cc(/C=N/NC(=O)Cc2ccc(C(F)(F)F)cc2[N+](=O)[O-])cc1OC
  ?	29	?	-7%	?	-19%	?	22%	-1%

# High-throughput results (PubChem)
